Screening results: PubChem, National Center for Advancing Translational Sciences (NCATS)
USP1-UAF1 inh: Inhibitors of USP1/UAF1: Primary Screen; recombinant USP1/UAF1, Ub-Rhodamine cleavage fluorescence; Potency, µM (series often up to 57.1 µM), inactives show at the highest dose activity change, negative = inhibition, usual class: inhibitors; hit rate 0.23% among 390,000; AID 743255, 2014; also: potency is read from the fitted curve at half-maximal effect; % is scaled to controls: 0 for no effect and ±100 for the full control effect; nearly all actives have a fitted effect of over 60% in size; inactives centre near -12
Target sequence (O94782 whole entry, looked up): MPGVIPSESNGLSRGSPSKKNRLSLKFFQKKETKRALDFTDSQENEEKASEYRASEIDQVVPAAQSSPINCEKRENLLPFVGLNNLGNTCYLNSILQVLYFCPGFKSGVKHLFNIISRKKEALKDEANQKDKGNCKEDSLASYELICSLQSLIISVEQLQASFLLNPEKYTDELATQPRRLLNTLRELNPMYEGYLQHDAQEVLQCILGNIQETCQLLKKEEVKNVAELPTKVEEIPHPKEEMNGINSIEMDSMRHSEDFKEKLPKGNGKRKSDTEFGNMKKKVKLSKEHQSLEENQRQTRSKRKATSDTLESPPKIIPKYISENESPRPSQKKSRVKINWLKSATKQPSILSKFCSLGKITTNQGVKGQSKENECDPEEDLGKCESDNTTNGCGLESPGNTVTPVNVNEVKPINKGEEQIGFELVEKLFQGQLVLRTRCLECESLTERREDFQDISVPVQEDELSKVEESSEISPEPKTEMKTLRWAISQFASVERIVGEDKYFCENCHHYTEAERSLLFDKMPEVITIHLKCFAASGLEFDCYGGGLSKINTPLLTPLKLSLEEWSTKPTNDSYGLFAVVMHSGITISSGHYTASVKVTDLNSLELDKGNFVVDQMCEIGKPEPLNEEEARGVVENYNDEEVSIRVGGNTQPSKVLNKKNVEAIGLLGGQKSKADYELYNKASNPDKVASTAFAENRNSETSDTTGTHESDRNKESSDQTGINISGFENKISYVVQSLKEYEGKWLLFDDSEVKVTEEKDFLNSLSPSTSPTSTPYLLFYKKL
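In this screen, compounds sit with the deubiquitinase complex (1nM) for 15 min at room temperature before Ub-Rho is added at 150nM final. Fluorescence rise is then followed for 6 reads every 60 seconds.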
Pin1 inhibitor: qHTS Assay to Find Inhibitors of Pin1; Peptidyl-prolyl cis-trans isomerase NIMA-interacting 1 (Homo sapiens), Q13526; Pin1 FP peptide displacement, HiFluor488, 10 min; Potency, µM (titrated, usually from 115 µM), for the others: top-dose activity, negative = inhibition, usual class: inhibitors; hit rate 0.009% among 390,000; AID 504891, 2011; active = well fitted inhibition curve with a large enough effect in the polarisation, with a control signal flat, not every such curve was filed as active; inconclusive = small, poorly fitted or top-dose-only effect, or effect the other way, or a change in a side signal; inactive = no such curve, though single readings can be large or run the other way; the % refers to the polarisation; also: potency is read from the fitted curve at half-maximal effect; % is scaled to controls: 0 for no effect and ±100 for the full control effect
GLS inh: qHTS for Inhibitors of Glutaminase (GLS) | Glutaminase kidney isoform, mitochondrial (Homo sapiens), O94925 | GLS enzymatic activity, qHTS titration | Potency, µM (series often up to 45.5 µM), for the others: top-dose activity change, negative = inhibition, usual class: inhibitors | hit rate 0.21% among 410,000 | AID 624170, 2012; also: potency is read from the fitted curve at half-maximal effect; % is scaled to controls: 0 for no effect and ±100 for the full control effect
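Coupled fluorescence readout: glutamate oxidase/HRP/Amplex Red detect glutamate formed by hKGA from L-glutamine (1 mM solution added). Buffer 45 mM KH2PO4 pH 8.2, 0.02% Tween-20; reads at t0 and 30 min RT.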
TrxR1 substrate: qHTS Assay for Substrates of Mammalian Selenoprotein Thioredoxin Reductase 1 (TrxR1): qHTS | Thioredoxin reductase 1, cytoplasmic (Rattus norvegicus), O89049 | purified TrxR1 substrate turnover, NADPH consumption readout | Potency, µM (doses to about 114 µM), inactives show at the top dose activity change, negative = substrate turnover | hit rate 0.01% among 390,000 | AID 588456, 2011; also: potency is read from the fitted curve at half-maximal effect; % is scaled to controls: 0 for no effect and ±100 for the full control effect; nearly all actives have a fitted effect of over 50% in size
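Rat TrxR1, dispensed at 90 nM, was prereduced with 400 uM NADPH (final) for 5 min at ~22 deg C, then incubated with compound 15 min before 400 uM selenite. A first-read NADPH fluorescence drop versus no-compound background flagged substrates.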
IDH1 R132H inh: qHTS for Inhibitors of mutant isocitrate dehydrogenase 1 (IDH1): qHTS | IDH1-R132H enzyme, NADPH consumption, diaphorase/resazurin fluorescence | Potency, µM (series often up to 76.6 µM), without a hit: at the top dose activity change, negative = inhibition, actives largely listed as inhibitors | hit rate 0.093% among 390,000 | AID 602179, 2012; also: potency is read from the fitted curve at half-maximal effect; % is scaled to controls: 0 for no effect and ±100 for the full control effect; nearly all actives have a fitted effect of over 65% in size
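IDH1-R132H (0.5 ug/mL) preincubated 30 min with compound, then NADPH (0.016 mM) and alpha-KG (2 mM) added; 80 min at RT, pH 7.5. Remaining NADPH coupled via diaphorase/resazurin to fluorescence (540/590 nm); concentration-response curves normalized to no-enzyme control.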
rTrxR1 inhibitor: qHTS Assay for Inhibitors of Mammalian Selenoprotein Thioredoxin Reductase 1 (TrxR1): qHTS; Thioredoxin reductase 1, cytoplasmic (Rattus norvegicus), O89049; Potency, µM (doses to about 114 µM), for inactives: at the highest dose activity change, negative = inhibition, usual class: inhibitors; hit rate 1% among 390,000; AID 588453, 2011; recombinant rTrxR1, NADPH fluorescence consumption, selenite substrate; also: potency is read from the fitted curve at half-maximal effect; % is scaled to controls: 0 for no effect and ±100 for the full control effect; nearly all actives have a fitted effect of over 65% in size
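Rat TrxR1 (90 nM in the dispensed reagent) was pre-reduced with 400 uM NADPH for 5 min at room temperature, then incubated with compound for 15 min. After 400 uM selenite was added, NADPH fluorescence (Ex 340/Em 450 nm) was followed for 8 min.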
Tb PGK inh: qHTS Assay to Find Inhibitors of Phosphoglycerate Kinase; Potency, µM (highest dose often 57.5 µM), for the others: at the top dose activity change, negative = inhibition, usual class: inhibitors; hit rate 0.043% among 380,000; Phosphoglycerate kinase, glycosomal (Trypanosoma brucei brucei), P07378; PGK/GAPDH coupled, Kinase-Glo luminescence, 60 min; also: potency is read from the fitted curve at half-maximal effect; % is scaled to controls: 0 for no effect and ±100 for the full control effect; nearly all actives have a fitted effect of over 60% in size
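Recombinant glycosomal PGK reaction used 1,3-bisphosphoglycerate generated in-well by GAPDH (100nM final) in 100mM TEA pH 7.6, 5mM MgCl2, 0.01% Tween-20. After 60 minutes at room temperature, ATP was read by Kinase-Glo Plus luminescence end-point.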
PI4K2A inh: qHTS for small molecular inhibitors of PI4K2A; Phosphatidylinositol 4-kinase type 2-alpha (Homo sapiens), Q9BTU6; activity change, negative = inhibition, % at 76.9 µM; purified PI4K2A, ADP-Glo luminescence, 1 h; hits give low values; AID 1346378, 2018; hit rate 0.13% among 420,000; in the data active = activity change below about -50%; inconclusive = mostly about -30% to -49%;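 also: -100% = wells without enzyme as full effect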
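In this quantitative HTS, ADP production by PI4K2A was quantified luminescently after 1 h at ambient temperature; 100 microM adenosine served as plate-quality control.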
HP1b chromo inh: HTS for Inhibitors of HP1-beta Chromodomain Interactions with Methylated Histone Tails; Chromobox protein homolog 1 (Homo sapiens), P83916; AlphaScreen HP1-beta / biotin-H3K9me3 peptide binding; Potency, µM (top dose mostly 114 µM), for the others: at the top dose activity change, negative = inhibition, most hits filed as inhibitors; hit rate 0.56% among 390,000; AID 540317, 2011; also: potency is read from the fitted curve at half-maximal effect; nearly all actives have a fitted effect of over 70% in size; inactives centre near 23
Target sequence (P83916 whole entry, looked up): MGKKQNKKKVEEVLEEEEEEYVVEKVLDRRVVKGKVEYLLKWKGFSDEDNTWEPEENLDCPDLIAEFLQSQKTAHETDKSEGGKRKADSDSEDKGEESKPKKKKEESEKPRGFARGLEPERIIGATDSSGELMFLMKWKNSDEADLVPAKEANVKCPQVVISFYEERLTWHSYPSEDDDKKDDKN
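AlphaScreen: HP1-beta (50 nM) preformed 30 min with biotin-H3(1-18)K9me3 peptide (50 nM) in PBS pH 7.4, 0.01% Tween-20. Compound added for 30 min at RT, then streptavidin donor/nickel chelate acceptor beads (10 ug/mL) for 30 min.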
* marks the source's active call; other numbers are inactive results; i = inactive; ? = inconclusive; / = no result given; & = joins results of further samples; [ ] = remark or other dose. Unless noted, calls follow the shape of the dose curve; as a rule, active = well fitted curve in the direction sought with a large enough effect; inconclusive = small, poorly fitted or top-dose-only effect, or another doubt; inactive = no such curve, though single readings can be large; an effect the other way counts as inactive or inconclusive. An excerpt; the hit share may differ from the screen's.

SMILES | USP1-UAF1 inh | Pin1 inhibitor | GLS inh | TrxR1 substrate | IDH1 R132H inh | rTrxR1 inhibitor | Tb PGK inh | PI4K2A inh | HP1b chromo inh
Cc1ccccc1Nc1nc(N)c2ccccc2n1 | ? | -6% | 4% | 8% | 0% | 17% | ? | ? | 40%[activator]
O=C(O)CNC(=O)CCCn1nnc2ccccc2c1=O | -17% | -1% | 0% | -2% | -3% | 3% | -1% | 0 | 31%
COc1ccc(NC(=O)CSc2nnc(-c3ccco3)n2N)cc1Cl | -18% | 1% | 7% | -12% | 0% | -19% | -1% | 0 | 64%[activator]
CCCOc1ccc(-c2nc(C#N)c(N3CCN(C)CC3)o2)cc1 | -6% | 0% | 2% | 62%[activator] | 12% | -17% | -3% | 10 | ?
Cc1cccc(CNC(=O)c2ccc(C)c(-n3c(C)nc4cccnc43)c2)c1 | ? | ? | 1% | -5% | -2% | 1% | i | -8 | 46%[activator]
CC1CCN(C(=O)C2CCN(S(=O)(=O)c3cccnc3)CC2)CC1 | -7% | -5% | 5% | 7%[57.1 µM] | 0% | 11%[57.1 µM] | / | -2 | 43%[activator]
O=C(CN1C(=O)c2ccccc2C1=O)c1ccccc1 | -5% | 0% | -8% | 6%[57.1 µM] | 4% | 13%[57.1 µM] | 1% | 2 | 27%
COc1ccc(CNC(=O)c2csc(Cc3ccc(Cl)cc3)n2)cc1 | -8% | 8% | 15% | -7% | 10% | 2% | 4% | -6 | 71%[activator]
COc1cc(SC)ccc1C(=O)NC(C)C | 6% | 1% | 0% | 3%[57.1 µM] | 3% | 5%[57.1 µM] | -9% | 1 | 29%
Cc1ccc2c(=O)cc(C(=O)NCCc3ccc(S(N)(=O)=O)cc3)oc2c1 | -21% | ? | -7% | -1% | 6% | 8% | -10% | -17 | 1%
CC[C@H](C)[C@H](NC(=O)OCc1ccccc1)C(=O)Nc1ccc(NC(C)=O)cc1 | -17% | 4% | -1% | 1% | 6% | 26% | -3% | -7 | 23%
CCOC(=O)N1CCN(C(=O)CCn2c(=O)[nH]c3ccsc3c2=O)CC1 | -22% | -4% | -13% | 6% | -9% | 14% | -6% | -4 | 41%
CC(C)(C)c1ccc(S(=O)(=O)N2CC(C(=O)O)Oc3ccc(Cl)cc32)cc1 (centres undefined) | -11% | -20% | 3% | -4%[57.1 µM] | -14% | -5% | 4% | -2 | -8%
CCn1c2ccccc2c2cc(CN3CCN(Cc4ccc(OC)c(OC)c4)CC3)ccc21 | 22% | -5% | 8% | -4% | 0% | -6% | 2% | 2 | ?
CN1C(=O)/C(=C/c2ccc(OCc3cccc(F)c3)cc2)NC1=S | -10% | 3% | -2% | 7%[57.1 µM] | 1% | 20%[57.1 µM] | -6% | -4 | 56%[activator]
CC(C)CC1NC(=O)N(Cc2nc3ccccc3s2)C1=O (centres undefined) | -9% | 1% | -1% | -7% | 1% | -12% | -9% | -5 | 17%
CC1CC(C)CN(CCCNC(=O)CN2C(=O)c3cccnc3Oc3ccccc32)C1 (centres undefined) | -7% | -3% | 0% | 1% | 10% | 3% | -4% | 1 | 10%
CCNC(=O)c1sc2cc(C)ccc2c1Cl | -13% | 2% | -1% | 3%[57.1 µM] | 20% | 11%[57.1 µM] | -7% | 0 | 15%
CN(Cc1ccccc1)C1=CC(=[N+]2CCCC2)CC(C)(C)C1 | 1% | 1% | 8% | -13% | -3% | 0% | -9% | 2 | ?
CCOc1ccc(/C=N\NC(=O)CC(=O)NCCc2ccccc2)cc1 | -18% | -5% | 1% | 0% | -5% | 26% | -3% | -2 | 18%
COc1ccccc1C(=O)OCC(=O)Nc1ccc(Cl)cn1 | -19% | 0% | 3% | 4% | 9% | 22% | -1% | -2 | 35%
CN(C)CCNC(=O)Cn1nc(N2CCN(c3ccccc3)CC2)ccc1=O | -23% | -1% | 25% | -5%[57.1 µM] | -1% | -3%[57.1 µM] | 1% | -1 | 56%[activator]
CCCCCCOc1ccc(C2C(=O)N(C3CCCCC3)CC(=O)N2C2CCCCC2)cc1 (centres undefined) | ? | 0% | 8% | -3%[57.1 µM] | -13% | 10%[57.1 µM] | i | -5 | 16%
Cn1cc(C=O)c2ccccc21 | -11% | 5% | 1% | -6% | -6% | 10% | -5% | 2 | 36%[activator]
C/C(=N\NC(=O)c1ccc2c(c1)OCO2)c1ccco1 | -15% | 1% | -2% | 3%[57.1 µM] | 20% | 16%[57.1 µM] | ? | ? | 6%
Cc1ccc(C(=O)NCc2ccc(Cl)c(Cl)c2)o1 | -5% | -3% | -4% | 3% | 3% | 1% | -5% | 3 | 28%
N=c1nc(-c2ccccc2)n(-c2ccccc2)s1 | / | 10% | / | -9% | / | ? | / | / | ?
C/C(=C\c1ccccc1)C(=O)NCCc1ccccc1 | -15% | -2% | -5% | -6% | 3% | 3% | i | 2 | 27%[57 µM]
Cc1cccc(CSc2nc3ccncc3n2CC(=O)Nc2cc(C)cc(C)c2)c1 | -24% | 2% | -6% | 9%[57.1 µM] | -8% | 5%[57.1 µM] | -6% | -2 | 30%
C#CCCOC(=O)N1C2=NC(C(=O)OC)=C(C(=O)OC)[C@@H]3N(C)c4ccccc4[C@]23C[C@H]1CO | ? | 0% | 2% | -9% | 11% | -7% | -7% | -1 | 7%
CCOC(=O)C1=C(COC(=O)Cc2c(F)cccc2Cl)NC(=O)NC1C (centres undefined) | 2% | -7% | 4% | -3% | 1% | 21% | 1% | 0 | 16%
O=C(CC1S/C(=N/N=C/c2ccco2)NC1=O)Nc1cccc(Cl)c1Cl (centres undefined) | -33% | 19% | -3% | -3%[57.1 µM] | 2% | 8% | -1% | -1 | 41%[activator]
COc1ccc(C(=O)OCc2cc(=O)n3nc(C4CC4)sc3n2)cc1OC | 1% | 4% | 1% | -4%[57.1 µM] | 2% | -1%[57.1 µM] | i | 0 | -1%
CC(C)CN1C(=O)c2ccc(NC(=O)c3cccs3)cc2C1=O | -25% | -4% | -18% | 62%[activator] | -5% | 14% | -5% | 6 | 4%
CCCC1S/C(=N/N=C/c2cccs2)NC1=O (centres undefined) | -18% | 2% | 37%[activator] | 7%[57.1 µM] | 4% | 16%[57.1 µM] | -1% | -3 | 6%
N/C(=N/O)c1cccn1Cc1ccccc1[N+](=O)[O-] | -17% | -1% | 8% | -1% | 5% | 10% | i | 1 | 25%
c1csc(Cc2nn3c(-c4n[nH]c5c4CCC5)nnc3s2)c1 | -13% | ? | ? | 11%[57.1 µM] | 7% | -11% | -8% | -29 | -15%
CC(C)N(Cc1ccccc1)S(=O)(=O)c1ccc(Cl)nc1 | -18% | -3% | -10% | 2%[57.1 µM] | 2% | 9%[57.1 µM] | i | 4 | 75%[activator]
CCCN(C(=O)C1CCN(S(=O)(=O)c2ccc(OC)c(OC)c2)CC1)C1CCS(=O)(=O)C1 (centres undefined) | -19% | 0% | 2% | 3% | -1% | 13% | 5% | 4 | 20%
CC1=C(C(=O)N2CCCC(N3CCN(c4cccc(C(F)(F)F)c4)CC3)C2)OCCO1 (centres undefined) | -19% | -4% | 15% | -4% | 4% | -5% | -9% | 0 | 9%
Cc1ccc(C(=O)Nc2cccc(C(=O)NCc3ccco3)c2)cc1 | -9% | 4% | 2% | 8%[57.1 µM] | 5% | 4%[57.1 µM] | 9% | 1 | 6%
O=C(O)C(CCCCNS(=O)(=O)c1ccc(F)cc1)NS(=O)(=O)c1ccc(F)cc1 (centres undefined) | 0%&-6% | 2%&-2% | 6%&2% | -13%&2% | 2%&1% | -23%&18% | 6%&-1% | 5&-1 | 48%&21%[activator]
CC1(C)CC(=O)C=C(c2ccc3ccccc3c2)C1 | 9% | ? | 4% | 20% | 3% | -9% | 7% | 0 | 36%
O=C(NCc1cccs1)c1cc(-c2ccccc2)nn1CC1CC(c2cccc([N+](=O)[O-])c2)=NO1 (centres undefined) | -23% | -14% | 1% | -5% | 2% | 11% | i | -2 | 29%
